OXTR potentiator – potentiators of human oxytocin receptor; P30559; CHO-OTR cells, Fluo-8 calcium fluorescence, potentiator mode; 0% = oxytocin EC15, 100% = EC100; activation, % at 3 µM; actives 0.061% (n = 320,000);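 active means activation above that plate's cutoff, the mean activation of tested compounds plus 3 SD, cut at about 6.6% in these data, passing the limit was not always enough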;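 further: 100% uses oxytocin at 75 nM as the full agonist control; some results filed as inactive read as strong as hits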
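Material: human OTR in CHO cells. Compound: 3.0 µM, one dose. Timing: compound 6 min at room temperature before oxytocin, 100 s read. Evaluation: % activation of max/min ratio relative to oxytocin controls. Replication: single well per compound, singlicate. Signal: Fluo-8 calcium dye fluorescence.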
TAAR1 ag – agonists of human TAAR1. Q96RJ0. CHO RD-HGA16 TAAR1, Fluo-8 calcium fluorescence; vehicle wells 0%, saturating PEA agonist 100%. activation, % at 3 µM. actives 0.99% (n = 360,000). AID 624467;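 active means activation above the mean activation of all test compounds in the run plus 3 SD, cut at about 38% in these data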
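Repeats: no replicates (n 1) | Material: CHO-derived RD-HGA16 cells with stable Gα16 and human TAAR1 | Technique: Kinetic Fluo-8 calcium fluorescence | Schedule: 17-24 h seeding, 75 min 37 °C dye, 30 min RT | Evaluation: % activation from peak over basal fluorescence ratio, DMSO-to-PEA scaled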
M1 PAM parental – nonselective activator or artifact in parental CHO-K1 calcium assay | AID 602247 | activation, % at 3 µM | actives 0.02% (n = 360,000) | ATP EC20, Fluo-8 calcium fluorescence; 0% at ATP EC20, 100% at ATP max;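 active means activation above the run cutoff, the mean activation of all test compounds plus 3 SD, cut at about 40% in these data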;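 further: peak over basal fluorescence ratio in a 140 s read after ATP addition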
V1R ag counter – activates human V1a receptor in oxytocin agonist counter-screen; CHO-V1R cells, Fluo-8 calcium fluorescence, agonist mode; 0% DMSO, 100% 3 nM vasopressin; activation, % at 3 µM; actives 0.25% (n = 320,000);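 active means activation above the mean activation of all tested compounds plus 3 SD, per screening run, cut at about 20% in these data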;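 further: signal is peak over basal fluorescence ratio across a 100 second FLIPR read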
Target sequence (P37288 whole entry, looked up): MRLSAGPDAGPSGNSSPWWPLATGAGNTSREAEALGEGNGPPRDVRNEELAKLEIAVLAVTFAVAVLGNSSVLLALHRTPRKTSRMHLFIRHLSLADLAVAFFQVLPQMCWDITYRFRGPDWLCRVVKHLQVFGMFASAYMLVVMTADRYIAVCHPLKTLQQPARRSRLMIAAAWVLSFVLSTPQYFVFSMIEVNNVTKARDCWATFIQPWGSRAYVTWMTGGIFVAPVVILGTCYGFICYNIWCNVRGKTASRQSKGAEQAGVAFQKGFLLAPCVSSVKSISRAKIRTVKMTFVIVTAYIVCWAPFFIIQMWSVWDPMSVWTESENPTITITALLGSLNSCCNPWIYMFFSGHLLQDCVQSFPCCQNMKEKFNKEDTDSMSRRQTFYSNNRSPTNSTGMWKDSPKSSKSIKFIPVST
M1 ag parental – M1 agonist counterscreen hit in parental CHO-K1 cells. actives 0.48% (n = 360,000). AID 602248. Fluo-8 calcium fluorescence; scaled to maximal ATP response, vehicle zero. activation, % at 3 µM; in the data active means activation above about 15%;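 further: untransfected CHO-K1 host cells lacking M1 receptor as counterscreen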
TAAR1 antagonist – human TAAR1 antagonism. Q96RJ0. CHO RD-HGA16 TAAR1, Fluo-8 calcium fluorescence, antagonist. inhibition, % at 3 µM. actives 1.5% (n = 360,000). AID 624466;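 active means inhibition above a per-plate cutoff, the mean inhibition of test compounds on that plate plus 3 SD, cut at about 49% in these data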;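 further: 0% = DMSO plus EC80 beta-PEA response and 100% = DMSO alone without agonist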
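Test system – hTAAR1-expressing CHO RD-HGA16 cells, Gα16-coupled · Reagent – β-PEA at EC80 concentration, post-compound challenge · Compound dosing – 3 µM, single point · Timing – 140 s kinetic read after compound, 140 s after agonist · Detection – Fluo-8 intracellular calcium dye fluorescence, real-time kinetic reads · Control set – DMSO and EC80 PEA controls · Repeats – n of 1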
CHO-K1 Ca antag – M1 antagonist counterscreen hit in parental CHO-K1 cells. actives 0.6% (n = 360,000). ATP-induced calcium, Fluo-8 fluorescence. inhibition, % at 3 µM;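 active means inhibition above a per-plate cutoff, the plate's mean sample inhibition plus 3 SD, cut at about 24% in these data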;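 further: 0% = DMSO plus EC80 ATP and 100% = DMSO alone without ATP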
CHO parental Ca – signal in parental CHO cells, OX1R antagonist counter-screen | parental CHO-K1, ATP-induced calcium, Fluo-8 fluorescence | AID 463079 | inhibition, % at 5.6 µM | actives 0.63% (n = 330,000);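 active means inhibition above that plate's mean sample inhibition plus 3 SD, cut at about 26% in these data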;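 further: 0% = ATP-challenged DMSO wells and 100% = DMSO wells without ATP; some compounds past the cut are filed as inactive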
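Test system: untransfected parental CHO cell line. Compound: one dose, 5.6 µM nominal. Detection: intracellular calcium via Fluo-8 no-wash fluorescent dye. Measure: % inhibition. Benchmarks: ATP-challenged DMSO wells low, unchallenged DMSO wells high.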
CHRM1 agonist – human M1 muscarinic receptor agonism; CHO-K1 hM1, Fluo-8 calcium fluorescence, agonist mode; 0% DMSO, 100% acetylcholine EC100; activation, % at 3 µM; actives 0.33% (n = 360,000); AID 588814;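 active means activation above the run's mean compound activation plus 3 SD, cut at about 16% in these data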;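 further: peak over basal fluorescence ratio within a 140 s kinetic read after compound addition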
Target sequence (P11229 whole entry, looked up): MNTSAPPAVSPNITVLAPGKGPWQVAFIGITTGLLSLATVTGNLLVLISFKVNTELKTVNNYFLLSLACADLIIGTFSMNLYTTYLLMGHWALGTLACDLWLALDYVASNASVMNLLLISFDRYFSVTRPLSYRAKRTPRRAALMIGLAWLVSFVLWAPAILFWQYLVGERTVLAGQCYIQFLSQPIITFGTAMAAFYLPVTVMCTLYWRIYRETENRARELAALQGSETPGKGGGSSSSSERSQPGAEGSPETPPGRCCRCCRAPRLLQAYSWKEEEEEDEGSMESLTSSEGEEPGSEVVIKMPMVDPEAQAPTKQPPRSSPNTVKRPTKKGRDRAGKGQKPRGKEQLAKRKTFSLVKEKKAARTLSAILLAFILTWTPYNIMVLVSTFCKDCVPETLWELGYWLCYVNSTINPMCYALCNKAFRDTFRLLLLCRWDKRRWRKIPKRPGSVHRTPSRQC
Starred values were filed as active, the others as inactive; x = no result given.

Preview (four entries):
SMILES	OXTR potentiator	TAAR1 ag	M1 PAM parental	V1R ag counter	M1 ag parental	TAAR1 antagonist	CHO-K1 Ca antag	CHO parental Ca	CHRM1 agonist
COCCN(Cc1cc2cc3c(cc2nc1Cl)OCO3)C(=O)c1ccc(C)cc1	-10	0	17	5.8	5.8	-4	-1	-9	-4
CCN(C(=O)CN1CCN(c2ccc(O)cc2)CC1)c1c(N)n(Cc2ccccc2)c(=O)[nH]c1=O	-1	1	2	-0.9	0.5	11	-11	7	0
O=S(=O)(c1ccccc1OC(F)(F)F)N1CCN(c2ccnc3cc(Cl)ccc23)CC1	-17	1	9	2.7	-0.2	19	-7	10	-2
CCn1c(-c2cc3c(C(F)(F)F)nn(C)c3s2)n[nH]c1=S	4	12	6	0.4	0.4	-11	6	1	-5

This part in full, repeating the preview:
SMILES	OXTR potentiator	TAAR1 ag	M1 PAM parental	V1R ag counter	M1 ag parental	TAAR1 antagonist	CHO-K1 Ca antag	CHO parental Ca	CHRM1 agonist
COCCN(Cc1cc2cc3c(cc2nc1Cl)OCO3)C(=O)c1ccc(C)cc1	-10	0	17	5.8	5.8	-4	-1	-9	-4
CCN(C(=O)CN1CCN(c2ccc(O)cc2)CC1)c1c(N)n(Cc2ccccc2)c(=O)[nH]c1=O	-1	1	2	-0.9	0.5	11	-11	7	0
O=S(=O)(c1ccccc1OC(F)(F)F)N1CCN(c2ccnc3cc(Cl)ccc23)CC1	-17	1	9	2.7	-0.2	19	-7	10	-2
CCn1c(-c2cc3c(C(F)(F)F)nn(C)c3s2)n[nH]c1=S	4	12	6	0.4	0.4	-11	6	1	-5
CCc1ccc(C(=O)c2oc3nc(C)cc(C)c3c2N)cc1	6	7	1	-0.8	-0.1	0	-10	-12	-3
Cc1ccc(NC(=O)CSc2nc3ccccc3c(=O)n2CC2CCCO2)cc1 (configuration not stated)	-6	-1	9	-0.1	0.9	-12	0	-7	-2
O=C(NCCCN1CCOCC1)c1ccc2c(c1)N(Cc1ccc(F)cc1)CCS2	-4	9	-6	0.0	-0.3	-25	12	-26	-6
CCOc1ccc(N2C(=O)CC(NC3CCN(C(=O)c4ccc(F)cc4)CC3)C2=O)cc1 (configuration not stated)	-1	0	8	1.5	0.6	-4	-4	-14	-3
CC(C)C(NC(=O)c1ccco1)C(=O)NCC(c1ccco1)N(C)C (configuration not stated)	-10	1	11	-0.8	-0.2	-4	-1	-22	-7
CC(C)Sc1cc(N2CCCC2)nc(-c2ccc(F)cc2)n1	-1	4	11	0.2	0.4	-7	-5	-15	0
CC(/C=C/c1ccco1)=N\NC(=O)c1cc(Cl)ccc1O	-3	8	13	6.0	6.0	-20	-3	-5	1
O=C1C2CC=CCC2C(=O)N1c1ccc(NCCc2cccc(F)c2)c([N+](=O)[O-])c1 (configuration not stated)	-7	3	20	2.5	0.6	1	-2	-12	-4
CCCS(=O)(=O)NC(=O)C1(C)CCN(C(=O)c2ccc(OC)cc2OC)C1 (configuration not stated)	x	0	9	x	0.8	-2	-5	x	-1
O=C(NNc1ccccc1)C(=O)NNS(=O)(=O)c1ccc([N+](=O)[O-])cc1	-3	5	21	0.3	0.3	-1	-2	3	-6
COc1ccc(OCC(=O)OCC(=O)N2CC(=O)Nc3ccccc32)cc1	-3	-2	4	-0.2	0.0	4	-8	-3	0
COC(=O)C(O)(CC(=O)Nc1ccc(Cl)cc1F)C(F)(F)F (configuration not stated)	-8	17	4	0.4	0.6	1	-15	-5	-6
Cc1ccc(S(=O)(=O)N(C)C)cc1NC(=S)NC12CC3CC(CC(C3)C1)C2	x	20	16	x	6.0	15	-5	x	-8
O=C(NCCc1ccc(Cl)cc1)C1CC(=O)N(CCc2ccccc2)C1 (configuration not stated)	-5	13	7	3.0	1.0	-20	-7	-11	-2
COc1ccccc1CN1CCC(n2nccc2NC(=O)CCc2ccccc2)CC1	-11	3	17	0.8	1.6	-35	-20	7	-5
Cc1ccc2nc(Cl)c(CN(C(=O)c3cnccn3)C3CCCCC3)cc2c1	-3	5	-5	-0.9	-0.4	-6	-13	-26	0
O=C(COc1ccccc1)Nc1nnc(-c2ccccc2Cl)o1	-2	-2	18	-0.4	0.0	-25	-1	-2	0
CCCC/C=C/C(NC(=O)CCc1ccccc1)c1ccccc1 (configuration not stated)	-2	2	-18	-0.6	-0.4	-2	-8	-23	-3
O=C(N/N=C/c1ccc(-c2ccccc2)o1)c1ccccc1O	-11	4	16	7.7	1.2	0	-11	-15	0
CN(C)c1ccc(C(=O)N2CCC2(C)C(=O)O)cc1 (configuration not stated)	x	2	-9	x	0.0	-23	10	x	-1
CN(C)S(=O)(=O)c1cccc(C(=O)Nc2ccc(C(=O)Nc3cccc(S(N)(=O)=O)c3)cc2)c1	5	1	-4	0.8	-0.4	9	-4	7	-9
COCCNc1nnc(SCC(=O)NC2CCCCC2)s1	-2	6	21	0.3	0.6	3	-8	-11	-2
Cc1cc(NC(=O)c2c([N+](=O)[O-])c(C)nn2C)no1	-6	6	18	0.0	0.3	-9	-11	4	-5
O=C(c1ccc2c(c1)OCO2)N1CCN=C1SCc1cccnc1	1	-1	24	1.2	-0.1	-6	-7	-11	-10
COc1ccc(Cl)cc1NC(=S)N1CCN(C(=O)c2ccco2)CC1	-13	3	8	0.3	0.4	-5	-4	-35	-3
CCOc1cc(C(=O)CCC(=O)OCC(=O)NC(=O)NCC(C)C)ccc1O	-2	-2	-4	0.1	0.6	-23	-1	-6	-1
COc1ccc(/C=N/NC(=O)c2cccnc2)cc1CSc1ccccn1	-9	2	-11	0.2	1.0	13	1	-13	-4
CC(OC(=O)c1ccc2ncsc2c1)C(=O)N(C)C1CCCCC1 (configuration not stated)	0	0	14	0.6	2.6	6	-12	-14	-4
CCCCn1c(N)c(N(CCC(C)C)C(=O)CSc2nnc3ccccn23)c(=O)[nH]c1=O	-7	3	19	0.1	0.2	3	-4	-17	-2
C[C@@H]1CN([C@@H](C)CO)C(=O)c2cc(Br)cnc2O[C@H]1CN(C)Cc1cccc(C(=O)O)c1	x	7	4	x	0.2	-11	0	x	-1
Cc1nc([N+](=O)[O-])c(C(=O)OCc2ccccc2C#N)n1C	-13	1	21	-0.2	1.7	-2	-11	-14	-7
O=C(c1ccccc1)N1CCN(C(=O)c2ccc3c(c2)OCO3)CC1	-2	2	-5	0.8	1.0	14	-17	-6	-5
COc1ccc(CNC(=O)CCC(=O)Nc2nnc(C(C)C)s2)cc1	3	0	-11	-0.5	0.2	-38	5	-26	-3
CCN(CC(=O)Nc1c(F)cccc1F)C(=O)C1=COCCO1	0	0	-22	0.9	-0.4	-8	24	-6	-1
COc1ccc(C2=NO[C@@H]3C(=O)N(c4ccc5c(c4)OCCO5)C(=O)[C@H]23)cc1OC	-1	14	6	4.2	0.8	1	-4	-6	-2
CCCCCN=C(N)N/N=C/c1c[nH]c2ccc(OC)cc12	-6	31	25	-0.9	0.0	-26	-7	-14	-7
CC(=O)Nc1ccc(NC(=O)CSc2nc3c(=O)n(C)c(=O)n(C)c3n2C)cc1	x	2	8	x	1.3	-3	-6	x	-1
CCCCNC(=S)Nc1ccc2nc3n(c(=O)c2c1)CCCCC3	-7	0	16	3.5	4.6	-3	-3	-6	-9
O=C(NC1CCCC1)C(c1cccnc1)N(CCc1ccccc1)C(=O)c1ccco1 (configuration not stated)	-4	7	21	-0.3	1.3	5	-8	9	-8
Cc1ccsc1/C=N/NC(=O)C(N)=O	-9	6	2	0.1	0.1	-1	-9	9	-3
COc1cc(OC)c2c(-c3cccc(-c4sccc4C(C)=O)c3)cc(=O)oc2c1	x	1	11	x	0.3	4	-18	-29	-7
O=C(COC(=O)C12CC3CC(CC(C3)C1)C2)Nc1ccc2[nH]c(=O)[nH]c2c1	-4	x	7	0.1	1.5	x	-8	-4	1
O=C(Nc1ccc2c(c1)N(S(=O)(=O)c1cccs1)CCC2)c1c(F)cccc1Cl	-12	2	4	0.7	0.5	7	-12	-3	-1
COc1ccc(CN(CCC(C)C)S(=O)(=O)c2ccccc2Br)cc1	x	2	-6	x	0.6	36	11	-21	-3
COc1cc(/C(C)=N/NC(=O)c2cccc(S(=O)(=O)N3CCCC3)c2)cc(OC)c1OC	-12	2	9	0.7	0.3	-27	-2	-4	-5
CCCOc1ccc(NC(=O)CC2C(=O)Nc3ccccc3N2CC(=O)N2CCCC2)cc1 (configuration not stated)	-3	0	12	-0.2	-0.3	4	-9	-32	-2
COc1ccc(-c2ccc(SCC(=O)NCc3ccco3)nn2)cc1	-2	9	13	-0.3	0.3	2	-11	-15	-7
COc1ccccc1C(C)NC(=O)c1ccccc1SCC(=O)N1CCCC1 (configuration not stated)	-1	1	8	-0.4	0.9	-11	-13	-2	-2
Cc1nn(C)c(=O)c(N)c1-c1cc(-c2ccc(Cl)c(Cl)c2)n[nH]1	-17	9	-25	10	2.6	11	13	3	3

Screening results from PubChem.
